Screening results: PubChem BioAssay, several laboratories
RGS4 act: RGS4 potentiation or activation | HEK293 M3R/inducible RGS4, carbachol calcium flux Fluo4; stronger effect = lower value | B-score at 10 µM | 310,000 compounds, 0.92% hits | AID 463111;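 active = B-score of the integrated calcium signal more than 4 SD below the library mean, with starting fluorescence not abnormally high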;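 also: negative B-score means reduced calcium response which marks RGS4 activation or potentiation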
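Reagent: ECmax carbachol challenge; Test system: M3R-expressing HEK293 line, RGS4 induced by doxycycline; Schedule: overnight RGS4 induction, 30 min dye load 37 °C, 20 min compound RT; Detection: calcium dye Fluo4 fluorescence; Read-out: Agonist-evoked peak-minus-minimum fluorescence over baseline, integrated ratio, B score.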
MrgX1 ag: agonists of human MrgX1 receptor; B-score at 10 µM; MrgX1-HEK293 cells, Fluo-4 calcium fluorescence, agonist mode; stronger effect = higher value; Q96LB2; 310,000 compounds, 0.44% hits;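 active = calcium response B-score plate-corrected fluorescence ratio at least 3 library SD, with starting fluorescence B-score inside 5 SD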
Target sequence (Q96LB2 whole entry, looked up): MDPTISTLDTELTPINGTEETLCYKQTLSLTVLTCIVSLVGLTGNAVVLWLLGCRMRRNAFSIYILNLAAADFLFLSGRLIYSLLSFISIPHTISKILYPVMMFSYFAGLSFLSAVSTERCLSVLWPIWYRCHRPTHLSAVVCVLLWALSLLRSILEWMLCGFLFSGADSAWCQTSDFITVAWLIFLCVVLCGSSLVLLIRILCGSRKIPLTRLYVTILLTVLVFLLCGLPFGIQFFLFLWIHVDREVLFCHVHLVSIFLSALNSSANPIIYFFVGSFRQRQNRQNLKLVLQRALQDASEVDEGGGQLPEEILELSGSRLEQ
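System – MrgX1-expressing HEK293 cells · Incubation – cells plated overnight, dye loaded 0.5 h 37 °C, 0.5 h room temperature · Technique – kinetic Fluo-4 NW fluorescence of intracellular calcium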
MrgX1 allo act: allosterically activates human MrgX1 receptor signaling; Q96LB2; B-score at 10 µM; 310,000 compounds, 0.63% hits; MrgX1-HEK293, Fluo-4 calcium flux, FDSS; stronger effect = higher value;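 active = plate-corrected calcium response at least 3 library SD above typical, normal starting fluorescence, not activating the receptor alone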;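 also: compound read alongside a low EC10 to EC30 dose of BAM8-22 agonist; peak minus trough fluorescence over baseline measured at the second addition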
SKKanGAS inh: inhibitors of SKKanGAS S. pyogenes growth in kanamycin (SK-promoter or general growth effect). BacTiter-Glo, 6 h. inhibition, % at 7.5 µM. 300,000 compounds, 1.3% hits. AID 1662;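 active = mean replicate score, as percent of positive control median, at least 50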;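 also: strain carries kanamycin resistance gene driven by streptokinase promoter and grows in 40 µg/ml kanamycin; loss of luminescence reflects streptokinase promoter inhibition or plain growth inhibition; 0% = median of DMSO wells and 100% = positive control at its reference dose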
TRPC6 activator: mouse TRPC6 channel activation. Q61143. AID 2550. 310,000 compounds, 0.13% hits. HEK293-TRPC6 membrane potential dye fluorescence; stronger effect = higher value. B-score at 10 µM;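 active = B-score of the integrated fluorescence ratio above library mean plus 3 SD, and starting fluorescence ratio within library mean plus 5 SD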;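 also: higher score means more depolarization so channel activation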
HDAC3 inhib: inhibitors of human histone deacetylase 3 | recombinant HDAC3, fluorogenic peptide/trypsin coupled, fluorescence | inhibition, % at 8.3 µM | 320,000 compounds, 0.15% hits | AID 2718; in the data active = inhibition above about 26%, passing the limit was not always enough
Target sequence (O15379 whole entry, looked up): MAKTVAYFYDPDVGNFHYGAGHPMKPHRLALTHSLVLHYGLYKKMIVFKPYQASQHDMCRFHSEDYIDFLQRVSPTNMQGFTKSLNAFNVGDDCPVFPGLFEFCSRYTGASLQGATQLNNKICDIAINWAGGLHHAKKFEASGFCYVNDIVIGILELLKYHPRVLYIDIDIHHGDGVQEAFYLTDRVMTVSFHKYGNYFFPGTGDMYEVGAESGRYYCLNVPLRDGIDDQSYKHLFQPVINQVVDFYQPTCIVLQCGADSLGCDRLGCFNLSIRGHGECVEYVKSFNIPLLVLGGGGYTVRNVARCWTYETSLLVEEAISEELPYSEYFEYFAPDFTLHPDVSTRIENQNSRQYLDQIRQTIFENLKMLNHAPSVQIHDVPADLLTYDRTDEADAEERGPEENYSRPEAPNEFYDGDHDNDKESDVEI
TRPC6 inhibitor: inhibitors of mouse TRPC6 channel. Q61143. HEK293-TRPC6, membrane potential dye, ACh-evoked depolarization; stronger effect = lower value. B-score at 10 µM. 310,000 compounds, 1.1% hits. AID 2553;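 active = B-score under library mean minus 3 SD, initial fluorescence not abnormally high, positive integrated signal ratio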;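 also: B-score derived from integrated fluorescence ratio over the kinetic read; more negative B-score means stronger inhibition of depolarization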
TMEM16A act: activates or potentiates the mouse TMEM16A chloride channel; Q8BHY3; AID 623877; 340,000 compounds, 0.3% hits; B-score at 10 µM; HEK293 TMEM16A/YFP-H148Q/I152L, iodide quench fluorescence; stronger effect = lower value;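 active = fluorescence-ratio B-score plate-corrected deviation score at least 3 library SD below zero, with starting fluorescence score within 5 deviations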;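 also: channel opened by trigger with iodide after compound preincubation; score built on the fluorescence ratio of max minus min over baseline; more negative score means more quench and so TMEM16A activation or potentiation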
ANO1 block: blocks the mouse calcium-activated chloride channel TMEM16A; normalized B-score (activity score, 25-100; higher = stronger inhibition) at 10 µM; Q8BHY3; HEK293 TMEM16A/YFP iodide influx fluorescence, ionomycin; 310,000 compounds, 1.2% hits;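 active = ratio plate-corrected score three or more library SD toward inhibition, starting fluorescence score within five deviations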;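 also: score derived from kinetic fluorescence span divided by baseline fluorescence per well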
RGS4 inh: inhibitors of human RGS4; 310,000 compounds, 0.45% hits; HEK293 M3R/RGS4 inducible, Fluo-4 calcium flux; stronger effect = higher value; triggered by carbachol at its EC20; B-score at 10 µM; P49798; AID 463165;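 active = B-score, a plate-corrected calcium signal, over three deviations above library mean, with baseline fluorescence within five deviations of library mean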;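 also: RGS4 expression induced by doxycycline in cells with stable M3 receptor; B-score is computed from the integrated fluorescence ratio over baseline after carbachol; higher B-score means a larger calcium signal and so more RGS4 inhibition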
Target sequence (P49798 whole entry, looked up): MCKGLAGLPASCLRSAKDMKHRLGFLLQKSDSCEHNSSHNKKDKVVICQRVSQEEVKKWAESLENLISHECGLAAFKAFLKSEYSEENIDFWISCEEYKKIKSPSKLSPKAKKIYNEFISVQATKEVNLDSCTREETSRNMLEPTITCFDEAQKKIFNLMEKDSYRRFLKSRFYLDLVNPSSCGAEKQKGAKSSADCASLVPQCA
MrgX1 antag: human MrgX1 receptor antagonism, primary screen; Q96LB2; MRGX1-HEK293 calcium flux, Fluo-4, BAM8-22 antagonism; stronger effect = lower value; B-score at 10 µM; AID 588676; 310,000 compounds, 1.3% hits;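 active = calcium-response B-score plate-corrected more than 3 library SD below zero, starting fluorescence within 5 deviations, no agonist response on first addition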;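 also: peak minus trough fluorescence over baseline after final BAM8-22 challenge near maximal dose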
* hit, by the source's call; i = inactive; . = not tested or not shown.

SMILES	RGS4 act	MrgX1 ag	MrgX1 allo act	SKKanGAS inh	TRPC6 activator	HDAC3 inhib	TRPC6 inhibitor	TMEM16A act	ANO1 block	RGS4 inh	MrgX1 antag
CC(C(=O)N(C)C)N1c2cccc3cccc(c23)S1(=O)=O (stereo not drawn)	i	i	i	-2	i	-2	i	i	i	i	i
Nc1ncnc2c1ncn2C1O[C@H](CO)[C@@H](O)[C@@H]1O (stereo partly drawn)	.	i	i	.	.	-4	.	i	i	.	i
O=C1CC(Nc2ccccc2)C(=O)N1CCc1ccccc1 (stereo not drawn)	i	i	i	2	i	-3	i	i	i	i	i
O=C(CN1C(=O)C2CC=C(Cl)CC2C1=O)N1CCOCC1 (stereo not drawn)	i	i	i	0	i	-3	i	i	i	i	i
Cc1cccc(NC(=O)C(C)N2C(=O)C3C4CC(C(Br)C4Br)C3C2=O)c1 (stereo not drawn)	i	i	9*	-7	i	2	i	i	i	i	i
Cc1ccc(S(=O)(=O)N2CCCCC2)cc1NC(=O)COC(=O)C1=COCCO1	i	i	i	8	i	1	i	i	i	i	i
CC(C)(C)C(=O)Oc1cc(N)n(S(=O)(=O)c2ccccc2)n1	i	i	i	2	i	-3	i	i	i	i	i
O=S(=O)(Nc1ccc(-c2nnc(SCc3ccc(Cl)cc3)o2)cc1)c1ccccc1	i	i	i	38	i	-7	i	i	i	i	i
CCN1C(=O)/C(=C2\SC(=S)N(NC(=O)c3ccccc3O)C2=O)c2ccccc21	i	i	15*	.	i	4	i	i	100*	i	i
CCN(CC(=O)NCc1cccs1)C(=O)CCC(=O)c1ccc(F)cc1	i	i	i	-10	i	-7	i	i	i	i	i
CN(C)S(=O)(=O)c1ccc(C(=O)NCCOc2ccc(F)cc2)cc1	i	i	i	-17	i	0	i	i	i	i	i
CC(=O)C1=C(O)C(=O)N(CCCO)C1c1ccccc1 (stereo not drawn)	i	i	i	0	i	-4	i	i	i	i	i
CCc1nn2c(=O)cc(N3CCN(c4cc(C)nc5ccccc45)CC3)nc2s1	i	.	.	3	i	.	i	.	.	i	.
O=C(CSc1nc2ccccc2c(=O)[nH]1)N1CCN(S(=O)(=O)c2ccccc2)CC1	i	i	i	-2	i	-1	i	i	i	i	i
CN(CC(=O)N1CCN(c2ccccn2)CC1)S(=O)(=O)c1ccc(Br)cc1	i	i	i	-9	i	-7	i	i	i	i	i
O=C(N=Nc1c(O)[nH]c2ccccc12)c1cc(NS(=O)(=O)c2cccs2)cc(NS(=O)(=O)c2cccs2)c1	i	i	i	4	i	2	i	i	i	i	i
Clc1ccc2nc(-c3ccc(Br)s3)cn2c1	i	i	i	-6	i	0	i	i	i	i	i
CCN(CC)CCCN=C(C)C1=C(O)c2ccccc2C1=O	i	i	i	-1	i	-1	i	i	i	i	i
O=C(Nc1cccnc1)c1ccccc1O	i	i	i	-8	i	7	i	i	i	i	i
Fc1ccc(CCNC(=S)Nc2ccc(F)c(Cl)c2)cc1	i	30*	i	22	i	-1	i	-4.7*	100*	i	i
CC1CCCC(NS(=O)(=O)c2cc(Br)cnc2N)C1C (stereo not drawn)	i	i	i	0	i	3	i	i	i	i	i
Cc1ccc(S(=O)(=O)NCCC(=O)NCc2ccccc2)cc1	i	i	i	-9	i	-6	i	i	i	i	i
COc1ccc(C(=O)Cn2nnc(-c3ccccc3NC(=O)C3CC3)n2)cc1	i	i	i	-6	i	-7	i	i	i	i	i
CC1CCCCN1CCCNC(=O)C1CCN(c2nnc(-n3cccc3)s2)CC1 (stereo not drawn)	i	i	i	-2	i	-2	i	i	i	i	i
O=C(NCc1ccccc1)C1(c2ccccc2)CCN(S(=O)(=O)c2ccccc2)CC1	i	i	i	-4	i	4	i	i	i	i	i
COCc1cc(C)nc(SCC[N+](C)(C)CC(=O)c2ccccc2)c1C#N	i	i	i	-3	i	-11	i	i	i	i	i
Cc1ccc(N(CCC#N)C(=O)COC(=O)C2CCN(S(=O)(=O)c3ccc(C)c(C)c3)CC2)cc1	i	i	i	0	i	-4	i	i	i	i	i
CC(=O)c1ccc(OCc2cc(C(=O)N(C)Cc3ccccn3)no2)cc1	i	i	i	1	i	9	i	i	i	i	i
Nc1c(NCc2ccccc2)c(=O)[nH]c(=O)n1Cc1ccccc1	i	i	i	4	i	-3	i	i	i	i	i
O=C1CN(C(=O)c2ccccc2[N+](=O)[O-])C(c2ccccc2)c2cc(Br)ccc2N1 (stereo not drawn)	i	i	i	-4	i	0	i	i	i	i	i
C/C(=N/NC(=O)C1CCCCC1)c1ccc([N+](=O)[O-])cc1	i	i	i	0	i	5	i	i	i	i	i
Cc1ccccc1Cn1nc(C)c(NC(=O)c2noc3c2CCc2ccccc2-3)c1C	i	i	i	25	i	4	i	i	i	i	i
CC(C)(C)SC(=O)CC1NS(=O)(=O)OCC1NC(=O)OCC(Cl)(Cl)Cl (stereo not drawn)	i	i	i	9	i	4	i	i	i	i	i
CC(=O)NCc1ccc(C(=O)CCl)cc1	i	35*	i	-6	i	6	i	i	i	6.7*	i
COc1ccc(NC(=O)CN(C)C(=O)c2ccc(-c3cccc(C(F)(F)F)c3)o2)cc1	i	i	i	-9	i	-1	i	i	i	i	i
Cc1cc2[nH]c(=O)c(=O)[nH]c2cc1S(=O)(=O)Nc1cccc(Cl)c1	i	i	i	3	i	3	i	i	i	i	i
CCCCN(C)C(=O)Cn1cnc2sc(C)cc2c1=O	i	i	i	-14	i	.	i	i	i	i	i
CC1(C)C(c2ccccn2)=[N+]([O-])C(C)(C)N1O	i	i	i	2	i	-4	i	i	i	i	i
CCN(CC(=O)Nc1ccccc1OC)CC(=O)Nc1ccccc1C(F)(F)F	i	i	i	1	i	4	i	i	i	i	i
Nc1nc2ccc(NC(=O)c3ccco3)cc2s1	i	i	i	3	i	0	i	i	i	i	i
COc1cc(NC(=O)c2ccc3c(c2)OCCO3)ccc1NC(=O)c1ccccc1Cl	i	i	i	22	i	2	i	i	i	i	i
COc1cccc(/C=N/Nc2snc(SC)c2C#N)c1	.	i	i	.	.	6	.	i	i	.	i
CC(=O)Nc1cccc(-c2csc(Nc3ccc(Cl)cn3)n2)c1	i	i	i	38	i	-2	i	i	i	i	i
COc1cc(NC2CCCCC2O)c2nc(-c3ccc(Cl)cc3)ccc2c1 (stereo not drawn)	i	i	i	32	i	1	i	i	i	i	i
O/N=C/c1cn(-c2ccccc2)nn1	i	i	i	4	i	2	i	i	i	i	i
Cc1nc2sc(C(=O)c3ccccc3)c(N)c2c2c1CCCC2	i	i	i	0	i	-1	i	i	i	i	i
CC1(C)OC(=O)C(=CNc2ccccc2)C(=O)O1	i	i	i	9	i	-2	i	i	i	i	-7.3*
CCOC(=O)C(NC(=O)c1ccc(OC)cc1)(N1CCOCC1)C(F)(F)F (stereo not drawn)	i	i	i	5	i	7	i	i	i	i	i
Cc1ccc[n+](C(C)C(=O)Nc2ccc(C)c([N+](=O)[O-])c2)c1 (stereo not drawn)	i	i	i	-5	i	-7	i	i	i	i	i
CCc1cc(CNC(=O)C2CCC(=O)N(Cc3cccc(F)c3)C2)on1 (stereo not drawn)	i	i	i	-8	i	-1	i	i	i	i	i
COc1ccc(Cl)cc1NC(=O)CCN1CCN(C)CC1	i	i	i	1	i	-4	i	i	i	i	i
CCN(CC)c1ccc(N2C(=NC(=O)C3CCCO3)SC3CS(=O)(=O)CC32)cc1 (stereo not drawn)	i	i	i	-6	i	2	i	i	i	i	i
COc1ccc(Cl)cc1NC(=S)NC1CCCC1	i	i	i	4	i	3	i	i	i	i	i
C=CC[n+]1c(/C=C2\C=Cc3cc(C)ccc3N2CC)ccc2ccccc21	i	i	i	29	i	.	i	i	i	i	i
CCC(=O)c1cc(F)ccc1OCC(=O)N1CCN(c2ccc(F)cc2)CC1	i	i	i	3	i	0	i	i	i	i	i
CCCCN(C)Cc1c(C)[nH]c2ccc(C)cc2c1=O	i	i	i	3	i	9	i	i	i	i	i
CC1CCC2=NN(C(=O)c3ccco3)C(O)(C(F)(F)F)C2C1 (stereo not drawn)	i	i	i	-11	i	1	i	i	i	i	i
CN1CCN(CC#Cc2ccccc2)CC1CCO (stereo not drawn)	i	i	i	6	i	7	i	i	i	i	i
Cc1ccsc1/C=N/NC(=O)C1CC(=O)N(c2ccccc2)C1 (stereo not drawn)	i	i	i	13	i	4	i	i	i	i	i
Cc1nnc(SCc2nnc(-c3ccccc3Br)o2)n1-c1ccccc1	i	i	i	-2	i	3	i	i	i	i	i

Remaining list, next part:
SMILES	RGS4 act	MrgX1 ag	MrgX1 allo act	SKKanGAS inh	TRPC6 activator	HDAC3 inhib	TRPC6 inhibitor	TMEM16A act	ANO1 block	RGS4 inh	MrgX1 antag
CC1(C)CC(=O)N(CC(=O)NC2CCCC2)c2ccccc2S1(=O)=O	i	i	i	0	i	1	i	i	i	i	i
CCN(Cc1ccccc1)C(=O)CS(=O)(=O)c1ccccc1	i	i	i	1	i	-1	i	i	i	i	i
CCCc1c(C(=O)N/N=C/c2sccc2C)nnn1-c1nonc1N	i	i	i	3	i	2	i	i	i	i	i
O=C(CSc1nnnn1C1CCCCC1)NCCc1ccccc1	i	i	i	-5	i	-5	i	.	i	i	i
Cc1ccc(NS(=O)(=O)c2ccc(Br)s2)nc1	i	i	i	-7	i	0	i	i	i	i	i
O=C(O)/C=C/C(=O)NCc1ccccc1	i	i	i	2	i	-6	i	i	i	i	i
